SUMO HTRF inh = blocks human SUMOylation mediated by UBC9; 0.36% of 290,000 active; inhibition, % at 35 µM; P63279; HTRF SUMOylation assay, SAE1/SAE2 + UBC9, in vitro; in the data active means inhibition above about 50%, passing the limit was not always enough; further: strong numbers were not always called active
Target sequence (P63279 whole entry, looked up): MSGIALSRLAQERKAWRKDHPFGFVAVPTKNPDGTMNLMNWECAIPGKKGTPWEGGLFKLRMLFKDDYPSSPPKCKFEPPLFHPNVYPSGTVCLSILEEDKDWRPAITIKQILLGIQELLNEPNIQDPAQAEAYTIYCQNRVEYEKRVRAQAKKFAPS
IDE cell activ = activators of human insulin-degrading enzyme in cells; HEK cells, FAbeta-B cleavage, fluorescence polarization; 0% vehicle, 100% cell-free pure enzyme wells; activation, % at 5.96 µM; 0.073% of 340,000 active;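 active means activation above the mean of all tested compounds plus 3 SD, set per screening campaign, cut at about 17% in these data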
VIM-2 inh = blocks Pseudomonas aeruginosa VIM-2 metallo-beta-lactamase | purified VIM-2, nitrocefin hydrolysis, epi-absorbance fluorescence | inhibition, % at 5.6 µM | 0.89% of 290,000 active | AID 1527;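 active means inhibition above the mean of all tested compounds plus 3 SD, cutoff set per screening run, cut at about 7.5% in these data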;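 further: red hydrolysis product quenches plate fluorescence so inhibitors raise well fluorescence; 0% = enzyme with DMSO and 100% = DMSO without enzyme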
GalR3 antag = human GalR3 antagonism | O60755 | HEK293 GalR3-CNG cAMP membrane potential fluorescence; galR3 body fused to GalR1 C-terminus | inhibition, % at 3 µM | 0.44% of 360,000 active;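 active means inhibition above the screen-wide average plus 3 SD, cut at about 13% in these data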;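 further: forskolin and galanin both at EC90 stimulate the cells; cAMP rise reported by CNG channel membrane potential dye signal; 0% = forskolin plus galanin with DMSO and 100% = forskolin alone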
Target sequence (O60755 1-299 limits assumed): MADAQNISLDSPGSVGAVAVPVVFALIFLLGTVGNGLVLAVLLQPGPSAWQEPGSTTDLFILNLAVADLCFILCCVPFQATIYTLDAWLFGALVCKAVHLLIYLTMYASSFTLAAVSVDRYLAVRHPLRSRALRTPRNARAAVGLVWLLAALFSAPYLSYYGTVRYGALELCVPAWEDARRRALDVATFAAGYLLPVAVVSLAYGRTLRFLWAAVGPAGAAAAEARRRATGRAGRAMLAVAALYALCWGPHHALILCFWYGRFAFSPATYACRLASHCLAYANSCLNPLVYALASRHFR
CRFR2-BP antag = CRF-BP/CRF-R2 complex antagonism; HEK293 CRF-R2/CRF-BP, CRF-induced calcium fluorescence; inhibition, % at 11.8 µM; 0.59% of 350,000 active; AID 588475;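 active means inhibition of the ligand-induced calcium signal above about 50% at the single tested concentration, limit read from the data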
HCV NS3 hel inh = inhibitors of Hepatitis C virus NS3 helicase; NS3 helicase DNA unwinding, Cy5 molecular beacon fluorescence; inhibition, % at 10.9 µM; 0.56% of 290,000 active; AID 1800;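 active means inhibition above the mean of all tested compounds plus 3 SD, set per campaign, cut at about 35% in these data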;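 further: 0% = DMSO wells and 100% = thioflavine S control wells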
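Assay system: hepatitis C virus NS3 helicase domain fragment enzyme. Also added: annealed dual-labelled DNA beacon duplex, ATP-started. Timing: 1 h reaction at 25 °C, ATP-initiated. Technique: Cy5 fluorescence at 0 and 60 min, beacon hairpin quenching. Evaluation: % inhibition of unwinding. Replication: one well per compound.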
IMP-1 inh = inhibitors of Pseudomonas aeruginosa IMP-1 metallo-beta-lactamase | purified IMP-1, nitrocefin hydrolysis, epi-absorbance fluorescence | 0.45% of 290,000 active | inhibition, % at 5.6 µM;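 active means inhibition above the mean plus 3 SD of all compounds in the same screening run, cut at about 4.5% in these data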;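 further: 0% = IMP-1 with DMSO and 100% = DMSO wells lacking enzyme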
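System – purified recombinant IMP-1 beta-lactamase · Input – IMP-1 dispensed at 0.2 nM · Timing – 15 min preincubation plus 25 min reaction at 25 °C · Signal – Epi-absorbance fluorescence, 480 nm excitation, 530 nm emission · Measure – percent IMP-1 inhibition derived from blank-referenced optical density · Controls – Enzyme-plus-DMSO low control, enzyme-free DMSO high control · Replication – singlicate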
pCIP destab = lowers stability of the mouse p/CIP coactivator protein | 0.01% of 290,000 active | F442A p/CIP-EGFP cells, EGFP fluorescence, 16 h | decrease of EGFP signal, % at 10 µM | Q05BA5;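 active means EGFP signal decrease of at least 30% at 10 µM or well 3 SD below plate mean, unless failing retest; inactive means the rest, including hits failing retest or dose response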; further: some compounds called inactive have numbers as strong as hits; many of its hits are not listed in these tables
IDE cell inh = inhibits human insulin-degrading enzyme in HEK cells; inhibition, % at 5.59 µM; P14735; FAbetaB cleavage, fluorescence polarization; 0.41% of 320,000 active;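 active means percent inhibition above the average of all tested compounds plus 3 SD, set per screening campaign, cut at about 16% in these data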;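 further: IDE supplied by intact live HEK cells; FP after avidin binding of uncleaved biotin substrate so inhibition keeps polarization high; 0% = DMSO wells and 100% = 60 µM reference IDE inhibitor Ii1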
* hit, by the source's call; . = not tested or not shown.

SMILES	SUMO HTRF inh	IDE cell activ	VIM-2 inh	GalR3 antag	CRFR2-BP antag	HCV NS3 hel inh	IMP-1 inh	pCIP destab	IDE cell inh
Cc1ccc(NC(=O)CN2CCC(NC(=O)C3CCCCC3)CC2)c(Br)c1	-21	3	-2.5	-4	-4	-5	-3.4	2	-2
CNC(=O)/C(C#N)=C/c1ccc(OCCOc2ccccc2)cc1	10	-5	1.9	5	-6	-17	1.1	-11	.
NC(=O)CSc1ncc(-c2ccc([N+](=O)[O-])cc2)[nH]1	14	7	-0.7	0	18	-2	-1.3	4	6
Cc1nnsc1S(=O)c1ccc(Cl)c(Cl)c1 (stereo not drawn)	1	2	-2.4	-9	-7	-4	-2.3	-8	0
CC(=O)Nc1ccc(N=C(C2=C(O)c3ccccc3C2=O)c2ccccc2)cc1	-4	1	-2.4	-3	-31	-8	-1.9	26	-3
CCN(CC)C(=O)COc1ccc(S(=O)(=O)N2CCOCC2)cc1	26	-1	-1.9	-6	-11	3	-1.2	0	3
C=CCn1c(SCC(=O)c2ccc(CNC(C)=O)o2)nc2ccccc2c1=O	19	0	-3.8	-1	0	-1	-3.9	-21	-2
COc1ccc(CN(C)C(=O)COc2cccc(-n3cnnn3)c2)cc1OC	.	4	.	-3	0	.	.	.	4
Cc1onc(-c2ccc(Cl)cc2)c1-c1ccnc(SCC(=O)Nc2cc(Cl)cc(Cl)c2)n1	-9	-1	-3.1	0	-14	-1	-1.9	-6	3
Nc1c(-c2n[nH]c(=S)n2-c2ccc(Cl)cc2Cl)cnn1-c1ccccc1	-5	0	-5.1	-1	-28	-3	-4.3	-8	1
Cc1ccc(C(=O)COC(=O)CNC(=O)CN2C(=O)c3ccccc3C2=O)cc1	-11	6	-4.4	0	13	-4	-2.3	-1	-3
Cc1cccc(C(=O)OC2CCCN(C)C2)c1C (stereo not drawn)	10	-3	-1.0	-10	18	29	-0.9	-7	3
COCCCn1c(=O)c2ccccc2n(CC(=O)NC2CCCC2)c1=O	-11	7	-2.1	-8	15	1	-4.4	0	1
CN(C)c1ccc(/C=N/NC(=O)c2ccc(CN3C(=O)c4cccc5cccc3c45)cc2)cc1	11	.	-1.0	.	.	-12	-1.2	-8	-1
COc1ccc(Cl)c(Cn2c(NCc3ccccn3)nc3c2c(=O)n(C)c(=O)n3C)c1	10	-2	-6.0	8	-6	2	-5.0	-1	5
COCCCNc1oc(-c2ccccc2OC)nc1C#N	5	7	-2.0	-4	-10	-3	-2.9	2	3
COc1ccc(CCN2C(=O)CC(C(N)=O)SC2=Nc2ccccc2)cc1 (stereo not drawn)	9	-4	-2.6	-4	-12	-4	-1.6	-4	6
COC(=O)c1cc(C(=O)OCC(=O)N2c3ccccc3NC(=O)C2(C)C)cc([N+](=O)[O-])c1	14	5	-2.3	.	2	-22	-4.6	7	1
O=C(NNC(=S)NC(=O)c1ccc(F)cc1)c1ccncc1	.	-3	.	-6	18	.	.	.	1
COCCn1c(SCC(=O)NCc2ccco2)nnc1C(C)C	10	8	-2.4	7	1	6	-4.2	-8	1
COc1ccccc1NC(=O)c1ccc(N2CC3CC(C2)c2cccc(=O)n2C3)c(NC(=O)c2cccnc2)c1 (stereo not drawn)	18	-6	-1.4	-7	-5	6	-0.9	-2	-1
Cn1cnnc1SCc1ccc(C(=O)NN)cc1	24	3	-2.2	-2	0	11	-2.6	-5	-3
O=C(COc1cccc(NC(=O)c2ccco2)c1)c1ccc(F)cc1	1	-6	-0.6	-2	5	0	-0.9	0	-2
O=C(Nc1cc(-c2ccccc2)nn1-c1ccccc1)c1ccccc1F	.	6	.	-8	1	.	.	.	-2
O=C(N/N=C/c1ccc(-c2cccc([N+](=O)[O-])c2)o1)c1ccccc1O	.	4	-6.1	6	12	33	-3.3	-3	8
CCOc1ccc(OCCC(=O)N(CC)CC(=O)Nc2ccccc2C(F)(F)F)cc1	.	3	.	-1	2	.	.	.	-5
NS(=O)(=O)c1cc2c(cc1Cl)NC(C1C[C@H]3C=C[C@@H]1C3)NS2(=O)=O (stereo partly drawn)	-12	7	-2.0	.	-16	-9	0.4	-1	-3
COc1nc(C)nc2c1ccc1ccccc12	6	5	-1.5	-4	-4	1	-2.1	-12	6
COc1ccc(/C=C2\SC(=S)N(CC(=O)OCC(=O)Nc3cc(Cl)cc(Cl)c3)C2=O)cc1	21	3	-1.6	-5	4	7	-0.9	-9	-3
O=C(O)C1CC(=O)N(c2ccc(OCc3ccc(Cl)cc3Cl)cc2)C1 (stereo not drawn)	24	-7	0.2	-7	12	11	-2.7	-5	2

Two records drawn at random from the list so far:
SMILES	SUMO HTRF inh	IDE cell activ	VIM-2 inh	GalR3 antag	CRFR2-BP antag	HCV NS3 hel inh	IMP-1 inh	pCIP destab	IDE cell inh
O=C(O)C1CC(=O)N(c2ccc(OCc3ccc(Cl)cc3Cl)cc2)C1 (stereo not drawn)	24	-7	0.2	-7	12	11	-2.7	-5	2
O=C(N/N=C/c1ccc(-c2cccc([N+](=O)[O-])c2)o1)c1ccccc1O	.	4	-6.1	6	12	33	-3.3	-3	8

Continued.
SMILES	SUMO HTRF inh	IDE cell activ	VIM-2 inh	GalR3 antag	CRFR2-BP antag	HCV NS3 hel inh	IMP-1 inh	pCIP destab	IDE cell inh
CCCCNC(=O)c1onc(CSc2ccc(C(C)C)cc2)c1C(=O)O	31	7	-2.1	-3	25	30	-2.2	3	-2
COc1cc(C)ccc1OCC(=O)OCC(=O)c1[nH]c(C)c(C(C)=O)c1C	.	2	.	-4	1	.	.	.	-2
CC(C)OC(=O)C(C)Nc1ccc(F)c(Cl)c1 (stereo not drawn)	-2	8	-2.4	-1	-6	1	-3.5	10	0
Cc1nc(SCc2nc3ccccc3[nH]2)c2oc3ccccc3c2n1	-24	2	13*	1	8	-22	-0.9	2	1
CC(C)n1cc([C@@H]2C[C@H]3CN(Cc4cccc(Cl)c4)C(=O)[C@]34CCCN24)cn1	-8	2	-0.5	-8	3	-1	-2.9	-11	6
CCc1cc2c(C)ccc(C)c2nc1SCC(=O)Nc1c(C)[nH]c(=O)[nH]c1=O	-1	0	-1.2	2	-13	-3	-0.7	-10	-2
CCOC(=O)c1c(NC(=O)CC)sc(C(C)=O)c1C	2	-3	5.0	-3	-3	0	-2.5	-21	1
Cc1ccc(C)n1NC(=O)c1ccc(Cl)cc1	4	7	0.2	8	6	10	-3.0	-1	-3
CCOC(=O)c1ccc(N2C(=O)C(O)=C(C(C)=O)C2c2ccc([N+](=O)[O-])cc2)cc1 (stereo not drawn)	-8	-2	-1.3	-4	3	45*	-1.2	-13	5
CCN(CC(=O)Nc1c(F)cccc1F)C(=O)c1ccc2c(c1)OCCO2	.	4	.	-4	4	.	.	.	2

Results in pCIP destab, IDE cell inh and IDE cell activ, for some of the entries so far:
canonical_smiles | pCIP destab | IDE cell inh | IDE cell activ
Cc1ccc(C)n1NC(=O)c1ccc(Cl)cc1 | -1 | -3 | 7
CCN(CC(=O)Nc1c(F)cccc1F)C(=O)c1ccc2c(c1)OCCO2 | . | 2 | 4
CC(C)OC(=O)C(C)Nc1ccc(F)c(Cl)c1 (stereo not drawn) | 10 | 0 | 8

Remaining list, next part
SMILES	SUMO HTRF inh	IDE cell activ	VIM-2 inh	GalR3 antag	CRFR2-BP antag	HCV NS3 hel inh	IMP-1 inh	pCIP destab	IDE cell inh
Cc1cccc(C)c1OCC(=O)N(Cc1ccc(N(C)C)cc1)C1CCS(=O)(=O)C1 (stereo not drawn)	4	2	-0.3	-6	-8	-6	-1.0	-6	4
CSc1cc(C)[nH]c(=O)n1	12	7	-2.3	-6	11	6	-1.6	-5	1
CCCN(CCC)C(=O)C1CCN(c2cc(C)nc3c(-c4ccc(OC)c(OC)c4)c(C)nn23)CC1	13	3	-3.9	-1	35	-4	1.0	1	-1
Cc1ccc(C(=O)N/C(=C\c2ccc(Cl)cc2)C(=O)NCCCN2CCOCC2)cc1	6	5	-0.5	-4	13	-41	-0.8	-2	1
C=CCOc1ccc(CNc2nn[nH]n2)cc1OC	0	6	-3.9	0	-18	18	-6.0	-10	2
COc1cccc(-c2c(C(=O)N/N=C/c3ccsc3)nnn2-c2nonc2N)c1	4	1	0.2	-8	-63	0	1.2	-12	6
Cc1ccc(-c2ccc(=O)n(CC(=O)NCCC(C)C)n2)cc1	-2	3	-0.5	-11	8	-3	-1.3	-8	6
CCOC(=O)C1=NN(c2ccc(Cl)cc2)C(c2ccccc2)CC1=O (stereo not drawn)	-5	3	-4.4	-5	14	1	-3.5	-11	0
COC(=O)c1ccc(NC(=O)CN2C(=O)CC(C)S(=O)(=O)c3ccccc32)cc1 (stereo not drawn)	-9	3	-0.1	-8	-2	-6	1.3	5	6
CN(C(=O)c1c[nH]c(=O)cc1C(F)(F)F)c1ccc(Cl)c(Cl)c1	17	5	-1.0	-5	-10	5	-1.9	-9	2
Cc1ccc(C)c(-c2cc(C(=O)Nc3cccnc3)c3ccccc3n2)c1	2	4	-3.9	-1	-15	-9	-3.9	9	6
CCOC(=O)COc1ccc2c3c(c(=O)oc2c1)CCCC3	15	1	2.7	0	-6	10	-3.3	-3	0
COc1cc(OC)c(NC(=O)Cc2ccc(OC)c(S(=O)(=O)N3CCOCC3)c2)cc1Cl	-7	-4	-2.7	0	1	-3	-4.3	-9	5
O=C(NCCc1ccc(Cl)cc1)C1CCC(=O)N1Cc1ccccc1Cl (stereo not drawn)	-14	-5	-2.7	-7	-3	7	-3.2	-4	2
O=C(/C=C/Nc1ccc(F)cc1)c1ccc(Br)cc1	11	3	-0.7	-3	7	25	-2.7	10	-2

Record cards (already shown):
Entry for CCOC(=O)C1=NN(c2ccc(Cl)cc2)C(c2ccccc2)CC1=O (stereo not drawn) → SUMO HTRF inh: -5; IDE cell activ: 3; VIM-2 inh: -4.4; GalR3 antag: -5; CRFR2-BP antag: 14; HCV NS3 hel inh: 1; IMP-1 inh: -3.5; pCIP destab: -11; IDE cell inh: 0
Entry for Cc1ccc(-c2ccc(=O)n(CC(=O)NCCC(C)C)n2)cc1 → SUMO HTRF inh: -2; IDE cell activ: 3; VIM-2 inh: -0.5; GalR3 antag: -11; CRFR2-BP antag: 8; HCV NS3 hel inh: -3; IMP-1 inh: -1.3; pCIP destab: -8; IDE cell inh: 6

Source: PubChem
